# Assay outcomes as filed in PubChem.
# KLF5 inh = inhibitors of KLF5 expression; DLD-1 KLF5 promoter-luciferase reporter, luminescence; inhibition, % at 5 µM; hit rate 0.23% among 290,000; AID 1700;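 active = inhibition above a per-plate limit of that plate's mean compound inhibition plus 3 SD, cut at about 60% in these data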;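 note: 0% = DMSO wells and 100% = LY294002 at 200 µM; higher means less KLF5 promoter-driven luciferase light; inactives centre near -14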
# HSF1 inhib = HSF1 inhibition; NIH3T3-HGL HSE-luciferase, MG132-induced, luminescence 8 h; hits give low values; AID 2098; hit rate 0.77% among 300,000; activity change, negative = inhibition, % at 7.5 µM (by protocol);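 active = more than half of replicate wells show activity change below -50%, luminescence cut by over half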;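 note: luciferase reports HSF-1 transcriptional activity via heat shock element; 0% = median of DMSO wells and -100% = zero luminescence signal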
# HSF-1 act = increases HSF-1 driven luciferase reporter signal; hit rate 1.7% among 300,000; activation, % at 9 µM; NIH3T3-HGL HSF-1 luciferase reporter, MG132, 8 h; 100% = twice DMSO control signal; AID 504408;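 active = mean replicate activation of at least 50% with a set share of replicates each reaching 50%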;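 note: 0% = median of the neutral control wells and 100% = twice that signal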
# IEC-6 cytotox = counter-screen for KLF5 inhibitors: cytotoxicity in IEC-6 cells; inhibition, % at 5 µM; hit rate 0.78% among 290,000; IEC-6 cytotoxicity, luminescence viability; AID 1825; in the data active = inhibition above about 22%;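 note: 0% = plate median of test compound wells and 100% = cytotoxic reference compound wells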
# PolyA inh = yeast polyadenylation inhibition. S. cerevisiae SKY197-pL101 polyadenylation reporter, beta-gal luminescence; efflux-impaired pdr1/pdr3 knockout yeast; score 100 = 6 SD above DMSO. calls only at 12 µM. hit rate 0.02% among 300,000. AID 1875;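 active = lowest replicate activity score at least 50, where 100 means six control SD above control mean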;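 note: yeast exposed to compound for 9 h at 30 °C; higher score means more reporter readthrough which indicates perturbed polyadenylation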
# AI-2 QS mod = modulators of Vibrio harveyi AI-2 quorum sensing system. Vibrio harveyi JMH597 AI-2 luminescence/OD600 ratio, 9 h; hits give low values; strain lacks LuxN and CqsS sensors; 0 = neutral-control median. activity change, % at 7.5 µM. hit rate 0.4% among 300,000; in the data active = activity change below about -75%, passing the limit was not always enough;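 note: luminescence divided by OD600 gain over 9 h not by final OD600 alone; inactives centre near 13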
# GSK3A inh = blocks human GSK-3 alpha kinase. P49840. ADP-Glo luminescence, 60 min. inhibition, % at 10 µM. hit rate 0.1% among 320,000. AID 2650;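 in the data active = inhibition above about 50%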;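 note: GST-tagged GSK-3 alpha with peptide substrate and 25 µM ATP; 0% = DMSO neutral wells and 100% = GW8510 positive control wells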
# Target sequence (P49840 whole entry, looked up): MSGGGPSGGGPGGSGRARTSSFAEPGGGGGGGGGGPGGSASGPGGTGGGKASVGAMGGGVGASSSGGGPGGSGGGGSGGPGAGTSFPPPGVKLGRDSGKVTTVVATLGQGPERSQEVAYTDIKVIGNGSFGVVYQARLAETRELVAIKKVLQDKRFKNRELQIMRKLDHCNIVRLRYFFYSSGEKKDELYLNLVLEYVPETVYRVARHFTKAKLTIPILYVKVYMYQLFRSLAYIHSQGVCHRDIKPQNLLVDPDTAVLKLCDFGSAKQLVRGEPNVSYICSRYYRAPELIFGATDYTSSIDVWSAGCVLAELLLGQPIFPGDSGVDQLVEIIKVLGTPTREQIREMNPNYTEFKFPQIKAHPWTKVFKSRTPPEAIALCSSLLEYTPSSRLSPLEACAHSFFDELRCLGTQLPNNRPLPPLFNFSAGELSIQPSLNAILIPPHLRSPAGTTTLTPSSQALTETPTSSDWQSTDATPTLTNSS
# HSP90 inh = HSP90 refolding inhibition in rabbit reticulocyte lysate; luciferase refolding luminescence, 3 h; inhibition, % at 5.6 µM; hit rate 0.91% among 290,000; AID 1789;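 active = inhibition above the screen-wide mean plus 3 SD, computed separately per campaign, cut at about 16% in these data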;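 note: 0% = DMSO wells and 100% = 60 µM geldanamycin wells; inhibitors lower the luminescence because luciferase stays unfolded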
# GSK3B inh = blocks human GSK3beta kinase activity. P49841. activity score (negative = inhibition), % at 10 µM. hit rate 0.038% among 300,000. GST-GSK3beta kinase, ADP-Glo luminescence, 60 min; hits give low values;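 active = more than half of replicate wells score below -50%, meaning over 50% inhibition versus plate controls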;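 note: 0% = median DMSO wells and -100% = median GW8510 positive control wells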
# Target sequence (P49841 whole entry, looked up): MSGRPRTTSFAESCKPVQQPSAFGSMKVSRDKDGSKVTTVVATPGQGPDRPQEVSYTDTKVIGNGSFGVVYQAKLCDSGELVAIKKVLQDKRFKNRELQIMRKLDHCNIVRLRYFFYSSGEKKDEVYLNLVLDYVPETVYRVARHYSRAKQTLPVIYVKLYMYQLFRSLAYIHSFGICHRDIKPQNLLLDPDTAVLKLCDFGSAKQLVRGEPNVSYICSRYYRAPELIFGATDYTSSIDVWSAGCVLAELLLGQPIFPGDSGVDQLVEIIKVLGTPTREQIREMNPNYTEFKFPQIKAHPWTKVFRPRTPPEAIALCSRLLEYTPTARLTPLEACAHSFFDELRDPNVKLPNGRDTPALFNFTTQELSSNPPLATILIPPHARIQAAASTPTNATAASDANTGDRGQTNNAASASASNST
#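 Assay system: GST-tagged human GSK3beta kinase, cell-free; Input: 1.6 ng GSK3beta; Medium: Tris/MgCl2 kinase buffer; Timing: 60 min enzyme reaction, room temperature; Signal: ADP-Glo luminescence quantifying ADP generated by kinase; Evaluation: score relative to plate controls; Benchmarks: DMSO neutral wells and GW8510 at 20 µM as positive.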
# aSyn 5UTR inh = MLPCN primary screen, SNCA 5' untranslated region; alpha-synuclein 5'UTR reporter, inhibitor activity; inhibition, % (tested at 7.5 µM); hit rate 0.82% among 300,000; in the data active = inhibition above about 60%;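 note: H4 neuroglioblastoma cells stably carrying SNCA 5'UTR luciferase fusion; 0% = DMSO wells and 100% = positive control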
# Starred values were filed as active, the others as inactive; i = inactive; nt = no result given.
SMILES,KLF5 inh,HSF1 inhib,HSF-1 act,IEC-6 cytotox,PolyA inh,AI-2 QS mod,GSK3A inh,HSP90 inh,GSK3B inh,aSyn 5UTR inh
Nc1nn(S(=O)(=O)c2ccccc2)cc1-c1ccc([N+](=O)[O-])cc1,-11,7,25,6,i,27,0,7,3,-21
O=C(OCC(=O)N1CCCc2ccccc21)c1ccccc1[N+](=O)[O-],nt,30,38,nt,i,14,-3,nt,2,-41
Cc1cc(OC(C)C(=O)NNC(=O)Nc2ccc(F)cc2F)cc(C)c1Cl (stereo unspecified),-18,5,19,-4,i,-1,-1,-2,2,-1
Cc1cc(OCCCN2CCCC2)ccc1Cl,-26,-5,-1,-1,i,7,-3,-6,13,10
CCN(CC)c1ccc(S(=O)(=O)N2CCOCC2)cc1NC(=O)CNCc1ccccc1,-2,-1,3,0,i,52,-1,10,-17,-14
COc1cc2c(cc1OC)CN(C(=O)C(C)(C)C)CC2,5,-5,-4,-2,i,15,-1,0,-2,0
COc1ccc(-c2nc3cc(C)ccn3c2NC(=O)c2ccccc2OC)cc1,-12,11,10,-10,i,14,-1,-2,-6,-6
Cc1nc(SCC(=O)N2CCC(C(N)=O)CC2)n[nH]1,2,-1,35,1,i,13,1,1,0,-11
O=C(CN1C(=O)c2ccccc2S1(=O)=O)NCCSc1ccccc1,14,0,19,-2,i,-30,0,5,-11,8
CC1Cn2c(nnc2-c2ccc(F)cc2)S1 (stereo unspecified),nt,-5,-7,nt,i,20,11,nt,-7,12
CC(=O)N/C(=C/c1ccc([N+](=O)[O-])cc1)C(=O)O,-34,5,-4,-2,i,11,0,1,1,-3
CCCCOc1ccc(S(=O)(=O)N2CCCCCC2)cc1,-18,37,66*,0,i,35,-2,-2,0,-16
Cc1ccccc1-c1nc(CS(=O)CC(=O)NCc2ccc3c(c2)OCO3)c(C)o1 (stereo unspecified),-24,14,19,0,i,15,-1,-5,-1,-12
Cn1c(=O)c2c(nc(N/N=C/c3cccs3)n2Cc2ccc(Br)cc2)n(C)c1=O,-16,19,45,-4,i,10,-3,-5,0,-7
O=[N+]([O-])c1cnn(-c2nc(-c3ccco3)cc(C(F)(F)F)n2)c1,-24,2,-10,-1,i,14,-2,-1,4,2
COc1ccccc1NC(=O)c1ccccc1S(=O)(=O)c1ccc([N+](=O)[O-])cc1,-23,9,8,-8,i,12,-2,-5,4,-7
COc1cccc(OCc2cc(C(=O)N(Cc3nccn3C)C(C)C)no2)c1,-11,2,1,-8,i,5,-3,-4,0,3
COc1ccccc1-n1c(SC)nc(O)cc1=O,-51,2,1,-2,i,24,-2,-5,1,-2
CCOc1ccc(CCNC(=O)c2nnn(CC(=O)Nc3ccc(OC)c(OC)c3)c2N)cc1OCC,-3,-11,-28,13,i,22,2,4,-2,19
Cn1c(=O)cc(SCC(=O)NCCN2CCN(c3ccccc3F)CC2)c2cc(Cl)ccc21,-26,5,5,-2,i,29,-4,2,0,1

# Quoted at random: four entries already listed, in no set order.
SMILES,KLF5 inh,HSF1 inhib,HSF-1 act,IEC-6 cytotox,PolyA inh,AI-2 QS mod,GSK3A inh,HSP90 inh,GSK3B inh,aSyn 5UTR inh
COc1ccc(-c2nc3cc(C)ccn3c2NC(=O)c2ccccc2OC)cc1,-12,11,10,-10,i,14,-1,-2,-6,-6
O=[N+]([O-])c1cnn(-c2nc(-c3ccco3)cc(C(F)(F)F)n2)c1,-24,2,-10,-1,i,14,-2,-1,4,2
Cc1cc(OC(C)C(=O)NNC(=O)Nc2ccc(F)cc2F)cc(C)c1Cl (stereo unspecified),-18,5,19,-4,i,-1,-1,-2,2,-1
O=C(OCC(=O)N1CCCc2ccccc21)c1ccccc1[N+](=O)[O-],nt,30,38,nt,i,14,-3,nt,2,-41

# Following part
SMILES,KLF5 inh,HSF1 inhib,HSF-1 act,IEC-6 cytotox,PolyA inh,AI-2 QS mod,GSK3A inh,HSP90 inh,GSK3B inh,aSyn 5UTR inh
Cc1cc(C)n(-c2ccc(C)c(Cl)c2)n1,-10,-5,0,-2,i,17,-2,1,1,-11
Cc1ccc(N(C(=O)c2csnn2)C(C(=O)NC2CCCCC2)c2ccncc2)c(C)c1 (stereo unspecified),-1,0,8,7,i,2,-2,6,1,-6
CCC(=O)c1cn([C@@H](CCC(OC)OC)CC(=O)OC(C)(C)C)cc1CC,nt,-3,-6,nt,i,20,-4,nt,2,2
COc1ccc(S(=O)(=O)NC(C)C(=O)NCc2ccncc2)cc1Cl (stereo unspecified),2,-8,-21,-5,i,14,-2,-5,1,13
COc1ccc(/C(N)=N/OC(=O)C2CCC(=O)N2S(=O)(=O)c2ccc(C)cc2)cc1 (stereo unspecified),-4,-3,-4,1,i,24,-1,6,4,-3
O=C1CC2(CCCCC2)Oc2ccccc21,nt,-6,-19,nt,i,4,-1,nt,0,10
CCOC(=O)c1ccc(C(=S)N2CCCC2)cc1,-32,-12,-6,0,i,18,nt,-4,2,-1
O=C(Nc1ccccc1N1CCOCC1)c1ccc2ccccc2n1,-3,14,27,10,i,19,6,-1,-1,-118
O=C(N/N=C/c1ccncc1)/C(=C/c1ccccc1)NC(=O)c1ccccc1,-40,7,7,-2,i,-1,0,-2,1,-20
Cc1cc(=O)n2cccc(O)c2n1,-66,-7,-2,-12,i,3,1,-1,3,27
CCc1ccc(C2CC(=O)N(c3cccc(F)c3)C3=C2C(=O)OC3)cc1 (stereo unspecified),-8,3,1,-2,i,38,-1,1,-1,-4
COc1cc(CNCc2ccccn2)ccc1OCC(=O)NC(C)(C)C,-2,-2,-2,-1,i,13,-1,1,1,8
CCOC(=O)NC(=O)CSc1nnc(C2CC2)n1Cc1ccco1,-12,6,4,0,i,15,-1,-1,2,12
O=C(OCCCN1CCCC1)C1(c2ccccc2)CCCC1,-41,1,-1,-4,i,20,-1,-5,-2,-1
COc1ccc(NS(=O)(=O)c2ccc(-c3ccccn3)s2)cc1,nt,-87*,-90,nt,i,31,-1,nt,2,-17
CC1(C)Cc2c(C#N)c(OCC(=O)c3ccc(Cl)cc3)nc(-c3ccco3)c2CO1,6,6,20,0,i,2,-3,-3,-1,40
CCN1CCCC1Cn1cnc2c([nH]c3ccc(OC)cc32)c1=O (stereo unspecified),-11,0,3,0,i,12,0,2,2,-10
COc1ccc(OC)c(Nc2nc(-c3ccccc3O)nc3ccccc23)c1,-9,-2,2,-5,i,29,-2,3,0,-2
Clc1ccc(CSc2nnc(-c3ccc4c(c3)OCO4)o2)cc1,-37,3,-6,-2,i,-9,2,2,0,-4
CCOc1ccc(S(=O)(=O)N(C)C)cc1-c1nc2c(C(C)(C)C)nn(C)c2c(=O)[nH]1,-13,6,28,-3,i,6,1,1,-1,30

# Reformatted tab-delimited: part of the list above
structure	KLF5 inh	HSF1 inhib	HSF-1 act	IEC-6 cytotox	PolyA inh	AI-2 QS mod	GSK3A inh	HSP90 inh	GSK3B inh	aSyn 5UTR inh
COc1ccc(/C(N)=N/OC(=O)C2CCC(=O)N2S(=O)(=O)c2ccc(C)cc2)cc1 (stereo unspecified)	-4	-3	-4	1	i	24	-1	6	4	-3
O=C1CC2(CCCCC2)Oc2ccccc21	nt	-6	-19	nt	i	4	-1	nt	0	10

# Further results
SMILES,KLF5 inh,HSF1 inhib,HSF-1 act,IEC-6 cytotox,PolyA inh,AI-2 QS mod,GSK3A inh,HSP90 inh,GSK3B inh,aSyn 5UTR inh
CCOc1ncccc1C(=O)OCC(=O)c1ccc[nH]1,-18,-4,1,-4,i,25,1,-2,1,0
Cc1ccc(OCC(O)Cn2nc(C)cc2C)cc1 (stereo unspecified),-40,4,12,-1,i,-2,-1,0,-2,-4
Cc1cccc(/C=C2\CS/C(=C\c3cccc(C)c3)C2=O)c1,-15,-12,-4,-4,i,16,-4,4,-2,-16
COc1ccc(-n2cnnc2SCC(=O)NCc2cccs2)cc1,-28,-7,2,-1,i,22,-2,4,-1,8
O=S(=O)(NCc1csc(-c2ccccc2)n1)c1ccc(Cl)s1,13,-10,-8,3,i,7,-1,-1,1,-3
CSc1sc(C(=O)N2CCc3ccccc32)cc1S(=O)(=O)C(C)C,-41,-1,0,4,i,6,-2,-1,1,-1
CCOc1ccc2nc(NC(=O)CSc3nnnn3C3CCCCC3)sc2c1,-22,25,17,-2,i,-8,0,3,4,22
Cn1c(=O)c2c(ncn2CC(=O)OCC(=O)Nc2cc(Cl)ccc2Cl)n(C)c1=O,13,-5,12,-3,i,25,0,0,-1,9
FC(F)Oc1ccc(NC(=S)NCc2ccccc2)cc1,-25,1,3,0,i,-13,-5,-1,-1,-7
COc1ccc(N/C=C2\CCOC2=O)cc1,-19,0,-3,3,i,13,-2,2,-1,21
Cc1ccc2c(CN3CCCCC3)cc(=O)oc2c1C,-37,11,10,18,i,-17,1,1,-4,-12
O=C(NCc1cccc(Cl)c1)NC(=O)c1csc([N+](=O)[O-])c1,-32,4,4,-1,i,12,-1,9,-4,4
CCCCc1nc2cc(Cl)ccc2o1,-21,-9,9,6,i,25,-2,0,0,-5
O=C(Nc1c(C(=O)O)[nH]c2ccccc12)c1cccc(C(F)(F)F)c1,-10,-8,-17,4,i,12,-3,-3,3,1
Oc1[nH]c2ccccc2c1N=Nc1nncc2ccccc12,-81,7,5,-9,nt,40,6,-3,-2,-62
CCCOc1ccc(/C=N/O)cc1,-2,-2,-2,-4,i,14,-1,-2,1,-20

# One compound at a time, from the list above. Order of screens: KLF5 inh	HSF1 inhib	HSF-1 act	IEC-6 cytotox	PolyA inh	AI-2 QS mod	GSK3A inh	HSP90 inh	GSK3B inh	aSyn 5UTR inh
# Profile of O=C(Nc1c(C(=O)O)[nH]c2ccccc12)c1cccc(C(F)(F)F)c1 : -10	-8	-17	4	i	12	-3	-3	3	1
# Profile of O=S(=O)(NCc1csc(-c2ccccc2)n1)c1ccc(Cl)s1 : 13	-10	-8	3	i	7	-1	-1	1	-3
# Profile of CCCOc1ccc(/C=N/O)cc1 : -2	-2	-2	-4	i	14	-1	-2	1	-20

# Structures above printed as active in HSF1 inhib:
Compound	KLF5 inh	HSF1 inhib	HSF-1 act	PolyA inh	AI-2 QS mod	GSK3A inh	HSP90 inh	GSK3B inh	aSyn 5UTR inh
COc1ccc(NS(=O)(=O)c2ccc(-c3ccccn3)s2)cc1	nt	-87*	-90	i	31	-1	nt	2	-17

# Some of the compounds tested. The share of hits here may be higher or lower than overall.
